CatB block: blocks human cathepsin B protease activity | P07858 | purified cathepsin B, fluorogenic substrate, fluorescence | inhibition, %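 (tested at 10 µM)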 | 63,000 tested, 0.1% active; in the data active = inhibition above about 21%;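 also: 0% = enzyme with no compound and 100% = no enzyme blank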
CatL block: blocks human cathepsin L protease activity; P07711; inhibition, %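 (tested at 10 µM)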; purified cathepsin L, fluorogenic substrate, fluorescence; 58,000 tested, 0.17% active; in the data active = inhibition above about 45%;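 also: 0% = enzyme with no compound and 100% = no enzyme blank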
Target sequence (P07711 114-288 limits assumed): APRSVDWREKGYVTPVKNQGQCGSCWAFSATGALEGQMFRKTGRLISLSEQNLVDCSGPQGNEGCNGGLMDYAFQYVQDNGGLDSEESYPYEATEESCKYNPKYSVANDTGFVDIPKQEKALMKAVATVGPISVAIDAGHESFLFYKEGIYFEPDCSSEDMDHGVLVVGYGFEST
Target sequence (P07711 292-333 limits assumed): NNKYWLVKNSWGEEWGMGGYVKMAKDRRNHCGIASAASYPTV
Numbers without * were called inactive.

1) COc1ccc(C2SCC(=O)Nc3c2c(=O)[nH]n3C2CCCCCC2)cc1 (centres undefined)
  CatB block: 1
  CatL block: 18

2) COc1cccc(CN2CCN(C(=O)COc3ccc4ccccc4c3)CC2)c1
  CatB block: 3
  CatL block: 7

3) COc1cccc(-n2c(O)c(C=NCCN3CCOCC3)c(=O)[nH]c2=O)c1
  CatB block: 6
  CatL block: 10

4) CCCC12CN3CN(C1)CC(CCC)(C3)C2O (centres undefined)
  CatB block: -1
  CatL block: -2

5) CCCCSP1(=S)NCCCN1
  CatB block: -1
  CatL block: 8

6) CCOc1ccccc1-n1c(O)c(C=Nc2c(C)n(C)n(-c3ccccc3)c2=O)c(=O)[nH]c1=O
  CatB block: 1
  CatL block: -6

7) O=C1c2ccccc2C(=O)N1Cc1nc2ccccc2c(=O)n1-c1cccnc1
  CatB block: 1
  CatL block: 7

8) O=c1[nH]c(O)c(C=NC2CCN(Cc3ccccc3)CC2)c(=O)[nH]1
  CatB block: 6
  CatL block: 10

9) Cc1c(N=Cc2c(O)n(CCc3ccccc3)c(=O)[nH]c2=O)c(=O)n(-c2ccccc2)n1C
  CatB block: -1
  CatL block: -1

10) CC(=O)OC1N=C(c2ccccc2)c2ccccc2NC1=O (centres undefined)
  CatB block: 1
  CatL block: 4

11) COc1ccccc1-n1c(O)c(C=NCCCn2ccnc2)c(=O)[nH]c1=O
  CatB block: 1
  CatL block: 18

12) CCCCc1nc2ccccc2c(=O)n1-c1ccccc1O
  CatB block: 2
  CatL block: 24

13) COc1ccc(-n2c(SC)nc3ccccc3c2=O)cc1
  CatB block: -1
  CatL block: 11

14) CCOc1ccc(Cc2c(O)[nH]c(=O)[nH]c2=O)cc1
  CatB block: -4
  CatL block: 30

15) O=c1[nH]c(=O)n(Cc2ccco2)c(O)c1C=NCc1ccc2c(c1)OCO2
  CatB block: -5
  CatL block: -1

16) CCOc1ccccc1-n1c(O)c(C=Nc2ccc(N(CC)CC)cc2)c(=O)[nH]c1=O
  CatB block: 9
  CatL block: 9

Random excerpt: 3 entries already listed.
12) CCCCc1nc2ccccc2c(=O)n1-c1ccccc1O
  CatB block: 2
  CatL block: 24

4) CCCC12CN3CN(C1)CC(CCC)(C3)C2O (centres undefined)
  CatB block: -1
  CatL block: -2

8) O=c1[nH]c(O)c(C=NC2CCN(Cc3ccccc3)CC2)c(=O)[nH]1
  CatB block: 6
  CatL block: 10

Quoted from above, entries 15 to 16
15) O=c1[nH]c(=O)n(Cc2ccco2)c(O)c1C=NCc1ccc2c(c1)OCO2
  CatB block: -5
  CatL block: -1

16) CCOc1ccccc1-n1c(O)c(C=Nc2ccc(N(CC)CC)cc2)c(=O)[nH]c1=O
  CatB block: 9
  CatL block: 9

The list is partial, so the mix of outcomes need not match the whole.
